# ARNT TACC3 PPI – disrupts binding between human ARNT and TACC3 | AID 623870 | inhibition, % at 9.99 µM | Q9Y6A5 | hit rate 0.66% among 390,000 | AlphaScreen His-ARNT PAS-B/GST-TACC3 binding, luminescence; TACC3 fragment carries E629A point mutation;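 active = mean inhibition of replicates at least 50% and at least half of replicates each reaching 50%; inconclusive = half or more replicates reach 50% but mean below 50%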;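 note: 0% = complete ARNT plus TACC3 wells and 100% = ARNT alone without TACC3; many hits fall short of the cut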
# E-selectin induc – induces E-selectin expression in human endothelial cells; activation, % at 7.58 µM; HUVEC E-selectin immunofluorescence imaging; normalized: neutral wells 0, TNF-alpha wells 100; hit rate 0.37% among 260,000;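 active = mean E-selectin-positive cell signal at least 10% of the positive control, reached in at least 60% of replicates, without over 20% cell loss; inconclusive = no rule given, readout overlaps actives, possibly toxicity-flagged; inactive = the rest, including those meeting only one limit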;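 note: in these data hits start at about 27%; measured in HUVEC primary endothelial cells; signal is the percent of cells scored E-selectin positive by PE staining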
# Target sequence (P16581 whole entry, looked up): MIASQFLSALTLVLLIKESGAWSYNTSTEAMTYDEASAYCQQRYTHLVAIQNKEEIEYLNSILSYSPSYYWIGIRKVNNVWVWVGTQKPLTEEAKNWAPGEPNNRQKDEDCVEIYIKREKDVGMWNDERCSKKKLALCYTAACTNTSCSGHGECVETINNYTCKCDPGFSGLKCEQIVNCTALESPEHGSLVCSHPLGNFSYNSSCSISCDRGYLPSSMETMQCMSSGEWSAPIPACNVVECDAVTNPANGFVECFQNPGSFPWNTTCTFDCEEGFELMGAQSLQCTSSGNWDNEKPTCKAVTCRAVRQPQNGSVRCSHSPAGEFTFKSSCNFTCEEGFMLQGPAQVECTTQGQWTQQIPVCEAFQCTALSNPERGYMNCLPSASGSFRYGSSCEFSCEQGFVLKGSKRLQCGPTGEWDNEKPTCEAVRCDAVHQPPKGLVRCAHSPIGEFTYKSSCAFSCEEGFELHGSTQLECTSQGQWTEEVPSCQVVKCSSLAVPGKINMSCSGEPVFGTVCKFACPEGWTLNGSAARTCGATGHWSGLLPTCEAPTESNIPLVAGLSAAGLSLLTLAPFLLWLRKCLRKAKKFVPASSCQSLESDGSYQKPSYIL
#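 assay system = HUVEC, human umbilical vein endothelial cells | input = 3,000 HUVEC seeded per well | medium = EGM-2 growth medium on 0.1% gelatin-coated wells | dosing = one compound dose added by pin transfer | signal = immunofluorescence imaging | read-out basis = % PE-positive cells | control set = TNF-alpha, DMSO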
# esBAF inh – inhibitors of esBAF chromatin remodeling in mouse ES cells; Bmi1-luciferase knock-in reporter, 24 h; 100% = twice the neutral-well signal; hit rate 2% among 350,000; reporter increase, % at 12.5 µM; in the data active = activation above about 40%; inconclusive = no clear call, values can overlap the other calls;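 note: 0% = median of the plate's neutral control wells and 100% = double that signal; a rise in the Bmi1 reporter signal indicates esBAF inhibition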
# RAD54 inh – blocks human RAD54 Holliday junction branch migration | Q92698 | FAM/BHQ fluorescence | inhibition, % at 10.4 µM | hit rate 0.14% among 360,000;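 active = mean normalized replicate activity at least 40 and at least half of replicates scoring 40 or more; inconclusive = only one of the two criteria met; inactive = mean below 40 and under half of replicates reaching 40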;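 note: 0% = median of neutral control wells and 100% = median of positive control wells; inhibitors cause a drop in the FAM fluorescence signal; in these data hits start at about 50%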
# Casp6 inh – caspase-6 (human) enzyme inhibition. purified caspase-6, Z-VEID-R110 cleavage fluorescence. AID 686996. P55212. inhibition, % at 12.5 µM. hit rate 0.53% among 350,000;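 active = mean inhibition across replicates at least about 35%, with every replicate also reaching that limit, limit read from the data; inconclusive = only one of the two criteria met; inactive = neither criterion met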;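 note: 0% = median of neutral control wells and 100% = no fluorescence left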
# Target sequence (P55212 24-179 limits assumed): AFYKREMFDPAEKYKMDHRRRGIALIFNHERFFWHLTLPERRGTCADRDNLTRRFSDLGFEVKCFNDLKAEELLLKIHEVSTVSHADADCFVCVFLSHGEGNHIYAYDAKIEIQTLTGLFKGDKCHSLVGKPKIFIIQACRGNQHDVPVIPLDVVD
# Target sequence (P55212 194-293 limits assumed): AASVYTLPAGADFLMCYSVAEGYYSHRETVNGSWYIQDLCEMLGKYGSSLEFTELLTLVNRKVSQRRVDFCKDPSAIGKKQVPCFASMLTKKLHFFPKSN
# PglD inh – PglD (C. jejuni) enzyme inhibition; purified PglD enzyme, DTNB colorimetric CoA detection; inhibition, % at 12.5 µM; hit rate 0.098% among 360,000; AID 602405; in the data active = inhibition above about 16%, passing the limit was not always enough; inconclusive = no clear call, values can overlap the other calls; note: strong numbers were not always called active
# ERp5 inh – blocks human ERp5 reductase activity on insulin; Q15084; ERp5 insulin aggregation, absorbance 650 nm, 90 min; inhibition, % at 9.99 µM; hit rate 0.05% among 350,000; AID 651711;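 active = mean replicate inhibition above about 25%, with every replicate also reaching it, limit read from the data, passing the limit was not always enough; inconclusive = only one of those two criteria met; inactive = neither criterion met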
# RAD52 anneal inh – blocks human RAD52 DNA annealing | P43351 | recombinant RAD52 DNA annealing, FRET fluorescence | inhibition, % at 18.7 µM | hit rate 0.46% among 360,000;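 active = every replicate showing at least 50% inhibition; inconclusive = mean inhibition at least 50% but not in every replicate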
# Numbers without * were called inactive; ? = inconclusive; nt = no result given; & = joins results of further samples; ! = not confirmed by another sample.
SMILES,ARNT TACC3 PPI,E-selectin induc,esBAF inh,RAD54 inh,Casp6 inh,PglD inh,ERp5 inh,RAD52 anneal inh
C[C@@H]1CN([C@@H](C)CO)C(=O)CCCn2cc(nn2)CO[C@H]1CN(C)C(=O)Nc1ccc(N2CCN(C)CC2)cc1,6,0.1&-0.7,-2&-6,9,-36&-48,-2,-1&-6,68*!
N#Cc1cc(N2CCCCC2)c([N+](=O)[O-])cc1C#N,3,nt,nt,nt,0,nt,2,-2
COCC(=O)N(C)C[C@@H]1Oc2ncc(C#Cc3ccc(F)cc3)cc2C(=O)N([C@@H](C)CO)C[C@@H]1C,1,0.1,4,3,-1,-1,13,8
COC(=O)c1ccccc1NC(=O)C1CCCN(S(C)(=O)=O)C1 (centres undefined),-6,nt,-2,-13,11,2,-1,-19
Cc1cc(-n2nc(C)cc2C)nc(NS(=O)(=O)c2ccccc2)n1,-1,nt,-3,-5,nt,-7,nt,nt
Nn1c(SCC(=O)N2CCCC2)nnc1-c1cccs1,nt,nt,20,-4,-1,0,-1,-43
NCCN=C1NS(=O)(=O)c2ccccc21,-13,nt,-1,1,-1,-3,1,-20
C[C@H](CO)N1C[C@H](C)[C@@H](CN(C)C(=O)CCC(F)(F)F)OCCCC[C@H](C)Oc2ccc(NC(=O)NC3CCCCC3)cc2C1=O,-8,-0.2,0,-2,-1,-4,-5,6
CCOCC(O)CNC(=O)c1ccc2nc(Cc3ccc(OC)c(OC)c3)oc2c1 (centres undefined),-9,-0.2,-5,5,-1,6,0,-7
NC(=O)CS(=O)(=O)c1nc2ccccc2n1CC(=O)N1CCCCC1,-9,nt,-1,7,nt,-2,nt,nt
CC(C)CNS(=O)(=O)c1ccc(CCC(=O)NCCc2ccccc2)cc1,-4,0.3,4,-2,0,-3,2,-8
COC(=O)c1c(C(=O)OC)c2n(c1C)CCS2,0,nt,nt,nt,-2,nt,-1,-8
O=C(Oc1ccc(-n2cnnn2)cc1)c1ccco1,-13,nt,-2,-1,nt,-3,nt,nt
CCc1ccccc1OCC(=O)Nc1ccc(C)c(S(=O)(=O)N2CCCCCC2)c1,10,-0.2,0,-6,-1,-7,-10,-14
CCCCNS(=O)(=O)c1ccc2c(c1)oc(=O)n2CC(=O)OCC,-7,1.0,-7,4,0,3,3,-10
Cc1ccccc1-c1cnc2c(c1)C(=O)N([C@@H](C)CO)C[C@H](C)[C@H](CN(C)C(=O)c1ccc(F)cc1)O2,-4,-0.1,-3,2,2,5,13,11
Cc1[nH]c2ccccc2c1Cc1nnc(SCCC#N)o1,-1,nt,3,-13,nt,-2,nt,nt
COC(=O)C(Cc1ccc(O)cc1)NC(=O)C1CCN(S(=O)(=O)c2ccc(C)cc2)CC1 (centres undefined),-6,0.2,3,7,0,-3,3,-8
N#C[C@@H]1[C@H](c2ccccc2-c2cccc(F)c2)[C@H](CO)N1C(=O)C1CCCC1,nt,0.9,nt,nt,1,nt,0,-16
COc1ccc(S(=O)(=O)NCCCCCC(=O)NCCCN2CCOCC2)cc1,-4,nt,4,0,-1,0,-5,-10
C#CCNC(=O)C1=C[C@@H](c2cn(C(C)=O)c3ccccc23)[C@H](CCCO)[C@@H](OCC)O1,-10,nt,nt,-7,-4,3,3,-10
O=C(Cc1ccc(Br)cc1)N/N=C/c1ccc(-c2cccc(C(=O)O)c2)o1,2,-0.1,1,0,10,-8,3,-41
CC1=CC2=NC(=O)/C(=C\c3cccn3CCOc3cc(C)ccc3C)C(=N)N2O1,-1,nt,nt,1,1,4,1,-85
COC(=O)c1ccc2c(=O)n(CCO)c(=S)[nH]c2c1,-2,nt,-15,1,nt,0,nt,nt
Cc1cc(C(F)(F)F)nn1CC(=O)NNC(=S)NCC(C)C,-6,nt,-2,-6,nt,-3,nt,nt

# (continued)
SMILES,ARNT TACC3 PPI,E-selectin induc,esBAF inh,RAD54 inh,Casp6 inh,PglD inh,ERp5 inh,RAD52 anneal inh
CC(=O)Nc1ccc(NC(=O)CSc2ccc(-c3cccs3)nn2)cc1,0,nt,7,7,-1,5,2,-31
COc1ccc(NC(=O)N(C)C[C@@H]2OCCCC[C@@H](C)Oc3ccc(NS(C)(=O)=O)cc3C(=O)N([C@H](C)CO)C[C@@H]2C)cc1,2,0.0&0.0,0,2,1&4,-2,-6&7,9&-23
O=[N+]([O-])c1ccc(CN2CC(N3CCCC3)CS2(=O)=O)cc1 (centres undefined),nt,-0.1,1,-16,0,4,1,4
C[C@@H]1CN([C@H](C)CO)C(=O)c2cc(NC(=O)CCC(F)(F)F)ccc2O[C@H]1CN(C)C(=O)Nc1ccc2c(c1)OCO2,23,0.6,-1,-17,4,0,1,4
Cc1ccc(S(=O)(=O)Nc2cccc3c2O[C@@H](CN(C)C(=O)Nc2ccc4c(c2)OCO4)[C@H](C)CN([C@H](C)CO)C3=O)cc1,6,-0.3,28,-11,0,5,-9,-17
COc1ccc(C(C#N)N2CCOCC2)cc1 (centres undefined),-4,nt,-6,-7,nt,-22,nt,nt
COC(=O)c1nn2c(C(F)(F)F)cc(-c3ccc(Br)o3)nc2c1Br,-19,nt,-9,-18,nt,6,nt,nt
C[C@@H]1CN([C@H](C)CO)C(=O)c2cccc(NC(=O)Nc3ccc(F)cc3)c2O[C@@H]1CN(C)Cc1ccc(Cl)c(Cl)c1,1,0.0,2,4,3,4,-8,9
CCCNc1cc(C)oc(=O)c1C(=O)CC,-2,nt,nt,nt,-2,nt,-4,5
Cc1ccc(S(=O)(=O)Nc2ccc3c(c2)CC(=O)N([C@H](C)CO)C[C@H](C)[C@H](CN(C)Cc2ccc(-c4ccccc4)cc2)O3)cc1,2,0.3,-1,5,2,2,-5,12
COc1ccccc1-c1cc(C(=O)Nc2cc(C)on2)no1,-2,nt,18,-1,-1,-1,0,-17
CCOc1ccc(/C=N/NC(=O)c2nnn(-c3nonc3N)c2CN(C)C2CCCCC2)cc1,-2,-0.3,3,-15,0,3,-5,-9
O=C(CSc1ccc2nnc(-c3ccccn3)n2n1)Nc1cccc(F)c1,40,-0.1,6,-3,1,0,-6,-3
CNC(=O)COc1coc(CN2CCN(c3ccccc3F)CC2)cc1=O,-3,nt,3,14,2,5,1,-14
O=C(O)/C=C/C(=O)Nc1ccc(SC(F)(F)F)cc1,-4,nt,-5,-5,nt,6,nt,nt
O=C(c1cnccn1)N1CC(=O)N2[C@H](CO)[C@H](c3ccc(-c4cccc(F)c4)cc3)[C@H]2C1,nt,0.1,nt,nt,0,nt,1,-1
COc1ccc(NC(=O)C2CC(=O)N(CCc3ccc(F)cc3)C2)c(OC)c1 (centres undefined),21,nt,2,0,3,6,-1,-13
C[C@@H]1CN([C@@H](C)CO)C(=O)c2cccc(NC(=O)c3ccncc3)c2O[C@H]1CN(C)Cc1ccc(Oc2ccccc2)cc1,-1,nt,1,-6,-2,5,-2,-16
CC(C)NC(=O)N(C)C[C@@H]1Oc2c(NS(=O)(=O)c3ccccc3)cccc2C(=O)N([C@@H](C)CO)C[C@H]1C,-17,2.1,-1,-9,1,1,-2,4
O=C(c1c(F)cccc1Cl)N1CCN(c2ccccn2)CC1,nt,nt,-7,14,-4,2,4,-15
S=c1nc(-c2cc(Cl)cc(Cl)c2)[nH][nH]1,-8,nt,nt,nt,-3,nt,3,-15
C[C@@H]1CN([C@@H](C)CO)C(=O)Cc2cc(NC(=O)Nc3ccc(F)cc3)ccc2O[C@H]1CN(C)S(C)(=O)=O,-6,-0.2,0,-8,1,2,3,3
Cc1noc(C)c1C(=O)NC(Cc1c[nH]c2ccccc12)C(=O)O (centres undefined),-2,0.9,-4,13,-2,-2,-3,-11
O=C(N/N=C/c1ccccc1OC(F)F)NC1CCCCC1,1,0.1,0,9,-1,0,3,2
Cc1ccc(NC(=O)c2ncn(CC(=O)NCC(C)c3ccccc3)n2)cc1C (centres undefined),-3,-0.2,9,4,-5,-3,-1,18

# New compounds follow:
SMILES,ARNT TACC3 PPI,E-selectin induc,esBAF inh,RAD54 inh,Casp6 inh,PglD inh,ERp5 inh,RAD52 anneal inh
Cn1c(OCc2ccco2)nc2c1c(=O)n(Cc1ccc(Cl)c(Cl)c1)c(=O)n2C,-5,nt,6,-14,nt,1,nt,nt
CCn1c2ccccc2c2nc3cc(OC)c(OC)cc3nc21,-9,0.3,49*,26,nt,-1,nt,nt
COc1ccc(S(=O)(=O)N2CCC(Cc3ccccc3)CC2)cc1C(N)=O,-11,0.0,-3,-6,1,7,0,-6
Cc1nc2cc(-n3ccc(=O)cc3)ccc2n1-c1ccccc1,6,nt,-8,-13,nt,0,nt,nt
CC(C)c1cc(N2CCOCC2)n2ncc(-c3ccccc3)c2n1,0,0.8,8,2,0,-3,0,-11
CC1CCN(S(=O)(=O)c2ccc3c(c2)N(CC(=O)NCCN2C(C)CCCC2C)C(=O)CS3)CC1 (centres undefined),2,nt,-3,-2,-20,-3,3,-20
OCC(O)C1OC(Nc2ccc(Cl)cc2)C(O)C1O (centres undefined),15,0.0,3,nt,1,nt,-1,-17
COC(=O)C1=C(C)NC(C)=C(C(=O)OC)C1c1cc2cc(C)ccc2[nH]c1=O,1,nt,2,-3,nt,-1,nt,nt
Cc1noc(C)c1S(=O)(=O)N(C)C[C@@H]1Oc2ccc(NC(=O)C3CC3)cc2CC(=O)N([C@@H](C)CO)C[C@@H]1C,-2,?,-5,0,2,-3,-3,11
COc1ccc(NS(=O)(=O)c2cccc(NC(=O)CCC(=O)c3cccs3)c2)cc1,-7,nt,nt,nt,0,nt,1,-12
CC(CCc1ccccc1)NS(=O)(=O)c1ccccc1F (centres undefined),nt,-0.1,-6,-4,1,-1,-1,-12
O=S(=O)(c1ccc2ccccc2c1)N1CCN(S(=O)(=O)c2c(F)cccc2F)CC1,-3,-0.1,80*,8,-3,-6,0,-6
O=C(CCC(=O)c1cccs1)NCC(=O)Nc1ccc(F)c(F)c1F,-2,nt,nt,nt,-1,nt,3,-12
CCOC(=O)C1=C(C)N=c2sc(=C(C)C)c(=O)n2C1c1ccc(N(C)C)cc1 (centres undefined),13,nt,14,9,-4,3,-6,-64

# Gathered by group: those above containing an aryl methoxy group
SMILES,ARNT TACC3 PPI,E-selectin induc,esBAF inh,RAD54 inh,Casp6 inh,PglD inh,ERp5 inh,RAD52 anneal inh
CCOCC(O)CNC(=O)c1ccc2nc(Cc3ccc(OC)c(OC)c3)oc2c1 (centres undefined),-9,-0.2,-5,5,-1,6,0,-7
COc1ccc(S(=O)(=O)NCCCCCC(=O)NCCCN2CCOCC2)cc1,-4,nt,4,0,-1,0,-5,-10
COc1ccc(NC(=O)N(C)C[C@@H]2OCCCC[C@@H](C)Oc3ccc(NS(C)(=O)=O)cc3C(=O)N([C@H](C)CO)C[C@@H]2C)cc1,2,0.0&0.0,0,2,1&4,-2,-6&7,9&-23
COc1ccc(C(C#N)N2CCOCC2)cc1 (centres undefined),-4,nt,-6,-7,nt,-22,nt,nt
COc1ccccc1-c1cc(C(=O)Nc2cc(C)on2)no1,-2,nt,18,-1,-1,-1,0,-17
COc1ccc(NC(=O)C2CC(=O)N(CCc3ccc(F)cc3)C2)c(OC)c1 (centres undefined),21,nt,2,0,3,6,-1,-13
CCn1c2ccccc2c2nc3cc(OC)c(OC)cc3nc21,-9,0.3,49*,26,nt,-1,nt,nt
COc1ccc(S(=O)(=O)N2CCC(Cc3ccccc3)CC2)cc1C(N)=O,-11,0.0,-3,-6,1,7,0,-6
COc1ccc(NS(=O)(=O)c2cccc(NC(=O)CCC(=O)c3cccs3)c2)cc1,-7,nt,nt,nt,0,nt,1,-12
